# Compound activity deposited in PubChem by several laboratories.
# CDK5 p35 inh – blocks human CDK5/p35 kinase activity | inhibition, % at 10 µM | 330,000 tested, 0.01% active | Q00535+Q15078 | AID 488839 | Recombinant CDK5/p35, ADP-Glo luminescence, 60 min;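 active = highest replicate inhibition of at least 50% and at least 75% of replicates reaching 50%; inconclusive = only one of the two criteria met; inactive = both criteria failed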;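 note: plate controls were DMSO neutral control for no effect and GW8510 at 10 µM for full effect; many of its hits are not listed in these tables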
# NSD2 HMT inh – inhibitors of human histone methyltransferase NSD2; O96028; 310,000 tested, 0.54% active; AID 743445; inhibition, % at 12.5 µM; NSD2 peptide methylation, AlphaScreen, 120 min; in the data active = inhibition above about 50%
# Keap1 Nrf2 FP – inhibitors of human Keap1-Nrf2 protein-protein interaction; Keap1 Kelch-Nrf2 peptide fluorescence polarization, 1536-well; inhibition, % at 9.4 µM; 340,000 tested, 0.15% active; AID 504523; in the data active = inhibition above about 12%; inconclusive = no clear call, values can overlap the other calls; inactive = below about 7.3%;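 note: human Keap1 Kelch domain with fluorescein labeled Nrf2 9mer peptide probe; 0% = neutral control wells and 100% = peptide positive control; higher means more block of Keap1 binding to Nrf2 peptide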
# Target sequence (Q14145 whole entry, looked up, the tested form may be a part): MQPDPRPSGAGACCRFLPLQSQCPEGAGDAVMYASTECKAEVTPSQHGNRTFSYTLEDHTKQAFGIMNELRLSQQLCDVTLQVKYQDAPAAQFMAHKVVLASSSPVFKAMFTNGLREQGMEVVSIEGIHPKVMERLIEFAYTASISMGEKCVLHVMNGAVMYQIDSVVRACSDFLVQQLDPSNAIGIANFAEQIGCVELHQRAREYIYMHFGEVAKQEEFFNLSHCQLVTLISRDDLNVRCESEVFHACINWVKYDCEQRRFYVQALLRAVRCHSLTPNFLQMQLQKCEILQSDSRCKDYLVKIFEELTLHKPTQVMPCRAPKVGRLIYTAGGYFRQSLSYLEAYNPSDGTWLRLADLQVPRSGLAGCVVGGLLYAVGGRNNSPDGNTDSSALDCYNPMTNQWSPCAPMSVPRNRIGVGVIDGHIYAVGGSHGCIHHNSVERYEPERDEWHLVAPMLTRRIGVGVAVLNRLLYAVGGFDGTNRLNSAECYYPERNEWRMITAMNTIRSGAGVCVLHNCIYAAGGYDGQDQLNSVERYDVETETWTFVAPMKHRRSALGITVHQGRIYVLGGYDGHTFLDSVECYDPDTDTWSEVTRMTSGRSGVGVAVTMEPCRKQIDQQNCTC
# C-LANA FP – inhibitors of KSHV LANA C-terminal domain DNA binding | MBP-C-LANA/FAM-LBS DNA binding, fluorescence polarization | inhibition, % at 9 µM | 340,000 tested, 0.078% active;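 active = highest replicate inhibition at or above 60% at 9 µM, even if other replicates fall short; inactive = all replicates below 60% inhibition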;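 note: 0% = neutral control wells and 100% = 4 µM acridine orange control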
# cardiac RTF act – cardiac RTF calcium sensitization; activation, % at 7.2 µM; IANBD-labeled TnC RTF fluorescence at EC20 calcium; 0% EC20 calcium, 100% full calcium; AID 493008; P19429+P45379; 340,000 tested, 0.24% active;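 active = activation above the mean over all tested compounds plus 3 SD, cut at about 30% in these data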;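 note: rise in fluorescence read as greater calcium sensitivity of cardiac thin filaments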
# PvdQ acylase – blocks Pseudomonas aeruginosa PvdQ acylase activity | 340,000 tested, 0.063% active | purified PvdQ acylase, fluorescence plate reader | inhibition, % at 10 µM; in the data active = inhibition above about 30%, passing the limit was not always enough; inconclusive = no clear call, values can overlap the other calls;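 note: 0% = vehicle neutral wells and 100% = reference inhibitor wells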
# Cardiac RTF inh – cardiac RTF calcium desensitization. P19429+P45379. IANBD-labeled cardiac RTF, Ca2+ fluorescence. inhibition, % at 7.15 µM. 340,000 tested, 0.12% active;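 active = inhibition above the mean inhibition of all tested compounds plus 3 SD, cut at about 17% in these data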;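 note: assay run at fixed EC70 calcium of 1.6 mM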
# SUMO Mot1 rescue – inhibitors of SUMOylation pathway: yeast Mot1-301 growth rescue; S. cerevisiae Mot1-301 growth rescue, ATP luminescence, 38.5C; percent above DMSO median, 100 means doubled; 320,000 tested, 1% active; AID 2716; growth rescue, % at 18.8 µM;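 active = every valid replicate shows activation above 250% relative to neutral control wells; inactive = the rest, any valid replicate at or below 250%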;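 note: OY570 slx delta 5 strain wells were the positive control but not used for scaling; some compounds called inactive have numbers as strong as hits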
# Rtt109 HAT inh – C. albicans Rtt109 histone acetyltransferase inhibition. Q5AAJ8. purified Rtt109/Vps75, ThioGlo CoA-SH fluorescence, 4 h. inhibition, % at 34.9 µM. 330,000 tested, 0.16% active. AID 540336;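 active = inhibition of at least 50% in every replicate; inconclusive = best replicate reaches 50% inhibition but some replicates fall short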
# PfHsp90 set2 – inhibits growth of yeast expressing Plasmodium falciparum Hsp90; 310,000 tested, 0.32% active; S. cerevisiae expressing PfHsp90, BacTiter-Glo ATP, 48 h; yeast lacking PDR1 and PDR3 efflux regulators; inhibition, % at 9.4 µM;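 active = every replicate shows inhibition above about 80%, whatever the replicate mean, limit read from the data; inconclusive = mean inhibition reaches the set limit but some replicate falls short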;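 note: 0% = DMSO neutral controls and 100% = 20 µM radicicol positive controls; yeast relying on Plasmodium falciparum Hsp90 in place of its own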
# dFosB activator – mouse delta FosB homodimer activation; purified delta FosB, TAMRA-CDK5 oligo fluorescence polarization; percent of positive-control signal above neutral wells; 340,000 tested, 0.99% active; activation, % at 25 µM; P13346;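 active = mean activation above about 17%, with every replicate also reaching it, limit read from the data, passing the limit was not always enough; inconclusive = only one of the two conditions met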;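 note: fluorescence polarization rise as delta FosB binds a TAMRA Cdk5 AP-1 oligo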
# Target sequence (P13346 whole entry, looked up): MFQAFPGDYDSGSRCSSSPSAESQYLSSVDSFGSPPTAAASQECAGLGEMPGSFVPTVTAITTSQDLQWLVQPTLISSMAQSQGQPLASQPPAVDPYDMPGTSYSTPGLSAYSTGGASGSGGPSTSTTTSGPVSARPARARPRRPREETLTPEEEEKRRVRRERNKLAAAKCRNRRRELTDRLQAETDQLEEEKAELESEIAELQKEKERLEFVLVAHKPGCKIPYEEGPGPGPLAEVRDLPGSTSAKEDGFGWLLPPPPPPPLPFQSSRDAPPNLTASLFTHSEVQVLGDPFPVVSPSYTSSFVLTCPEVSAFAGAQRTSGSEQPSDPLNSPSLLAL
# The depositor's hits bear a star; i = inactive; ? = inconclusive; nt = no result given.
SMILES	CDK5 p35 inh	NSD2 HMT inh	Keap1 Nrf2 FP	C-LANA FP	cardiac RTF act	PvdQ acylase	Cardiac RTF inh	SUMO Mot1 rescue	Rtt109 HAT inh	PfHsp90 set2	dFosB activator
Cn1c(=O)c2c(nc(NC3CCCCC3)n2CC(=O)C23CC4CC(CC(C4)C2)C3)n(C)c1=O	-1.6	5	0	0.0	-8	5	-1	73	57*	6	-2
Cc1ccc(NC(=O)C(OC(=O)c2ccc(F)cc2)c2ccccc2)cc1Cl (centres undefined)	-5.2	-2	-1	-1.0	21	-19	9	0	-4	-3	0
Cc1cc(=O)n2nc(N3CCC(C(=O)Nc4c(F)c(F)c(F)c(F)c4F)CC3)sc2n1	nt	-6	5	-2.6	-4	1	-8	358	1	16	6
Fc1ccc(N=Cc2ccc[nH]2)cc1	3.1	2	-1	-0.7	-3	0	-6	-13	-3	-12	-4
CC(C)(C)c1ccc(C2=CC(c3ccccc3F)n3ncnc3N2)cc1 (centres undefined)	1.0	nt	6	1.8	0	-2	-2	1	i	16	0
O=C(O)C(NC(=O)C1CCCN1C(=O)OCc1ccccc1)c1ccccc1 (centres undefined)	0.6	-2	0	-0.2	4	-8	-8	-8	0	-12	7
Cc1cccc(/C=N\NC(=O)c2ccc(Cl)cc2)c1O	2.2	-1	-1	0.4	-1	-4	-1	-12	nt	-1	13
Cc1cc(/C=C2/NC(=O)NC2=O)c(C)n1-c1ccccn1	-0.9	-1	1	1.9	4	5	-1	10	-6	-3	-2
O=C(C[n+]1cc(-c2ccc(F)cc2)n2c1CCC2)Nc1nc(-c2ccccc2)cs1	-0.6	5	-1	-0.6	6	-8	-3	36	24	7	9
O=C(NNC(=O)c1cccc(S(=O)(=O)N2CCCCC2)c1)c1ccccc1	0.4	0	0	-0.2	2	-15	0	-13	7	nt	-8
CN1CCN(c2ccc(NC(=O)Cc3ccccc3)cc2)CC1	0.3	3	0	-0.3	-2	6	2	-2	5	-13	0
COc1ccc2c(c1)c(C(=O)N/N=C/c1ccccc1Cl)c(C)n2C	-2.0	-4	-5	-0.2	5	-5	-5	19	4	-17	-14
CCn1nc(NC(=O)Cc2ccc(OC)cc2)c2cc3cc(C)ccc3nc21	4.2	-4	-1	-1.1	-2	-8	-6	-2	3	-7	8
CCCCCCCN=C(C)c1ccccc1O	-0.5	31	-1	2.6	1	-16	-1	-1	-6	23	8
O=C(Nc1ccccc1F)NC1CCCc2ccccc21 (centres undefined)	0.6	-2	-2	0.4	0	-9	1	4	-17	-3	-7
CC(=O)c1ccc2c(c1)Nc1ccccc1S2	-0.4	0	-1	6.3	-2	-15	0	-5	-1	6	-3
CCOC(=O)c1c(C)oc2ccc(OC(=O)c3cccs3)cc12	1.2	-2	4	0.4	-6	-8	2	-2	1	-6	-11
COC(=O)c1cccc(Oc2nc3c(c(=O)n(C)c(=O)n3C)n2Cc2ccc(C)cc2)c1	2.2	40	2	-2.7	1	-8	-3	17	1	5	-6
CCOC(=O)Cc1csc(SCC(=O)NC2CCCC2)n1	0.3	-1	2	-0.4	-6	9	-2	nt	-1	-1	-1
O=C(COC(=O)C1CC2CCCC(C1)C2=O)c1cccc(Br)c1 (centres undefined)	0.5	0	3	-1.1	-1	-9	-3	-21	-5	-6	-9
CC(C)(C)NC(=O)CN1C(=O)NC(c2ccccc2)(c2ccccc2)C1=O	0.0	0	-2	-2.2	-2	-7	-16	-2	-3	22	-6
COc1ccc2c(c1C)CCC(C)(C#N)C2=O (centres undefined)	6.3	-3	0	0.3	-4	8	0	nt	-2	-13	-5
CC(C)COC(=O)c1nnsc1NC(=O)Nc1ccccc1	-1.0	10	-3	0.0	-2	-19	-18	17	-4	0	-3
COc1ccc2cc(CCN3C(=O)c4ccccc4C3=O)c(=O)[nH]c2c1	-0.3	nt	1	0.6	-5	9	-6	2	-1	4	-2
CC(C)Oc1ccc(C(=O)Nc2ccc(Cl)c(S(=O)(=O)Nc3ccc(Cl)cc3)c2)cc1	-3.7	-2	-4	0.3	-6	-11	-6	-25	-2	-10	-14
COc1cc(NC2c3ncccc3C(=O)N2Cc2ccco2)cc(OC)c1 (centres undefined)	1.8	2	-1	1.5	2	-6	-1	-1	0	nt	-3
CCOC(=O)c1ccc[n+]([O-])c1	-1.1	-1	-1	0.6	-1	0	4	nt	-10	9	1
CC(=O)N(C(C)=O)c1cccc2c(N(C(C)=O)C(C)=O)cccc12	-0.3	1	1	0.5	9	-10	-6	-1	9	-20	2
O=C(NCc1ccco1)C1CCN(C(=O)c2ccc(Cl)cc2)CC1	-0.4	-2	2	-0.1	-5	-14	1	20	2	12	7
COC(=O)C1=CN(Cc2ccc(OC)cc2)C=C(C(=O)OC)C1c1cc(OC)c(OC)c(OC)c1	0.1	-27	1	-0.7	-4	-15	-3	-3	0	4	-9
CC(=O)NC1=NN(C(C)=O)C(C)(c2cccnc2)S1 (centres undefined)	0.8	0	2	0.2	3	-5	-4	3	6	-26	-4
Clc1cccc(Cl)c1NC1=NCCC1	nt	-2	-2	0.5	0	2	6	12	-5	-9	-11
CNc1nn(-c2cccc(Cl)c2)nc1N	1.6	5	0	-2.0	1	5	0	-15	9	nt	4
Cc1ccc(C(=O)Nc2cc(C(F)(F)F)ccc2N2CCCCC2)cc1[N+](=O)[O-]	-0.4	-2	-5	0.3	3	-13	-9	3	-1	10	-5
O=C(Nc1nnc(C2=COCCO2)o1)c1ccc([N+](=O)[O-])s1	-1.8	0	-3	0.8	-1	-1	-7	-9	10	-24	-3
COc1ccc(CCC(=O)Nc2ccc(S(=O)(=O)N3CCOCC3)cc2)cc1	-1.7	0	0	-0.5	0	-18	-18	-17	-6	3	-9
Clc1ccc(C2=NCCN2)cc1	0.5	nt	0	-0.1	0	-10	-9	14	nt	12	1
CCOC(=O)Cn1c(=O)oc2cc(S(=O)(=O)N3CCC(N4CCCCC4)CC3)ccc21	-0.9	nt	-2	-0.6	-1	-3	-5	0	-3	-5	-4
COc1cc(CO)c(OC)c([N+](=O)[O-])c1	0.5	nt	3	1.2	10	9	-8	-9	-8	-3	5
O=C(NC(N1CCCC1)C(Cl)(Cl)Cl)c1ccccc1 (centres undefined)	-1.1	-1	1	2.9	5	-11	0	-4	16	12	-4
Cc1cccc(NC(=O)c2cnc3sccn3c2=O)n1	-0.4	nt	-9	0.3	-4	11	-4	20	2	1	-14
COc1ccc(-c2sc(C(=O)c3ccc(Cl)cc3Cl)cc2CC(=O)O)cc1	-0.7	-9	2	-2.6	-6	-13	0	-10	-5	-1	2
O=C1c2ccccc2C(=O)N1CNc1ccccc1	-1.1	nt	-3	-1.2	8	-13	-15	187	-13	nt	1
Cc1ccc(NC2=NCC(=O)N2Cc2ccc3c(c2)OCO3)c(C)c1	0.2	0	-5	0.5	0	-8	-11	19	nt	-2	-7
CCN(CC)CCN(C(=O)CCOc1ccccc1)c1nc2c(F)cc(F)cc2s1	-0.1	4	-4	0.1	1	-6	-6	22	-2	2	-4
OCC1(CCc2ccccc2)CCN(C/C=C/c2ccccc2)CC1	-0.8	2	-2	-0.6	1	-20	-7	-28	-5	2	4
CC(C(=O)O)c1ccc(CC2CCCC2=O)cc1 (centres undefined)	0.7	nt	-6	-3.0	6	-12	-7	4	3	-21	-1
Cc1nn(CC(=O)OCC(=O)NCCc2ccc(F)cc2)c(C)c1[N+](=O)[O-]	0.8	1	-3	6.1	1	-7	-15	1	2	-1	-10
CC(OC(=O)c1nn(C(C)C)c(=O)c2ccccc12)C(=O)Nc1ncc(Cl)cc1Cl (centres undefined)	-1.3	0	3	2.0	5	5	-4	-3	10	9	2
O=C(Cc1ccc(Cl)cc1)NNc1c(F)c(F)cc(F)c1F	-4.0	-2	-4	-0.6	7	-12	-19	-13	4	0	-6
COc1ccc(N(C2=NCCCS2)S(=O)(=O)c2ccc(C(C)(C)C)cc2)cc1	0.1	-6	0	-0.5	8	12	-10	-7	1	nt	-6
COc1ccc2c(c1)C1NC(=S)NC(C)(O2)C1C(=O)Nc1ccc(Cl)cc1 (centres undefined)	0.6	4	1	-1.8	-1	0	0	19	7	4	-2
CCCCCc1c(C)nc(N2CCc3ccccc32)[nH]c1=O	-0.8	nt	0	0.9	6	9	-23	nt	12	-5	-4
COc1cccc(NC(=O)c2nc(S(C)(=O)=O)ncc2Cl)c1	0.1	-1	2	0.8	-3	-6	4	-6	?	17	-10
COc1ccccc1NS(=O)(=O)c1cccc(N=C2N=C(N)c3ccccc32)c1	-1.0	3	-2	-0.3	2	-9	-8	165	-2	13	-15
Cc1ccc(S(=O)(=O)N2CCN(C(=O)c3n[nH]c(=O)c4ccccc34)CC2)c(C)c1	-0.7	1	5	0.2	-1	8	2	14	9	-6	-8
Cc1cc(C)n(-c2nc(-c3ccc(Cl)cc3)cs2)n1	1.5	-5	-3	1.3	1	-12	-1	-27	9	-7	5
CN(c1ccccc1)S(=O)(=O)c1ccc(-c2ccccc2)cc1	-1.5	-6	-1	-5.4	-4	-1	-8	9	0	9	-5
Cc1sc(NC(=S)NC(=O)c2cccs2)nc1-c1ccc(CC(C)C)cc1	0.7	nt	0	-2.0	-5	-4	-8	-6	-7	11	-1
Cn1cc(SCC(=O)NC2CCCCC2)c2ccccc21	0.1	-1	-4	0.5	-1	-10	1	3	0	-28	-7

# (list continues)
SMILES	CDK5 p35 inh	NSD2 HMT inh	Keap1 Nrf2 FP	C-LANA FP	cardiac RTF act	PvdQ acylase	Cardiac RTF inh	SUMO Mot1 rescue	Rtt109 HAT inh	PfHsp90 set2	dFosB activator
COc1cccc(CNC(=O)CSCc2cnn(-c3ccccc3)c2-n2cccc2)c1	0.5	-1	-1	-1.0	0	-8	6	-21	5	-16	-5
COc1cc(CN(C)CC(=O)c2[nH]c(C)c(C(C)=O)c2C)ccc1OC(F)F	0.6	4	0	0.1	5	-4	-2	8	1	7	-2
CC(C)N1C(=O)c2ccccc2C1C(=O)NCCc1ccccc1 (centres undefined)	-0.5	0	1	1.0	-1	-12	-4	-4	1	-2	4
Oc1ccc2ccccc2c1CN1CCN(C/C=C/c2ccccc2)CC1	1.6	0	-4	-1.6	-7	2	3	2	2	18	1
CC(=O)Nc1ccc(S(=O)(=O)NCCOc2ccc(Cl)cc2C)cc1	0.7	-1	-2	-1.2	nt	-13	nt	-4	-13	6	-7
